SIAE inh: human SIAE inhibition, primary screen; Q9HAT2; SIAE FP-Rh probe binding, fluorescence polarization; inhibition, % at 9.66 µM; 370,000 compounds, 0.69% hits; AID 1053197;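 active = inhibition above a cutoff: mean of compounds within the control limits plus 3 SD of those, cut at about 17% in these data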;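 note: 0% = plate median of compound wells and 100% = probe without SIAE protein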
ASAP1 GAP inh: inhibitors of human ASAP1 ArfGAP activity | Q9ULH1 | ASAP1-stimulated ARF1 GTP hydrolysis, GDP FP detection | inhibition, % at 16.5 µM | 360,000 compounds, 0.19% hits | AID 624377; in the data active = inhibition above about 25%;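 note: 0% = vehicle with enzyme and substrate and 100% = no enzyme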
PLCg1 inh: PLC-gamma1 (human) inhibition, primary screen; P19174; purified PLC-gamma1, fluorogenic substrate, fluorescence; inhibition, % at 12.2 µM; 370,000 compounds, 0.84% hits; in the data active = inhibition above about 9.5%
Target sequence (P19174 whole entry, looked up): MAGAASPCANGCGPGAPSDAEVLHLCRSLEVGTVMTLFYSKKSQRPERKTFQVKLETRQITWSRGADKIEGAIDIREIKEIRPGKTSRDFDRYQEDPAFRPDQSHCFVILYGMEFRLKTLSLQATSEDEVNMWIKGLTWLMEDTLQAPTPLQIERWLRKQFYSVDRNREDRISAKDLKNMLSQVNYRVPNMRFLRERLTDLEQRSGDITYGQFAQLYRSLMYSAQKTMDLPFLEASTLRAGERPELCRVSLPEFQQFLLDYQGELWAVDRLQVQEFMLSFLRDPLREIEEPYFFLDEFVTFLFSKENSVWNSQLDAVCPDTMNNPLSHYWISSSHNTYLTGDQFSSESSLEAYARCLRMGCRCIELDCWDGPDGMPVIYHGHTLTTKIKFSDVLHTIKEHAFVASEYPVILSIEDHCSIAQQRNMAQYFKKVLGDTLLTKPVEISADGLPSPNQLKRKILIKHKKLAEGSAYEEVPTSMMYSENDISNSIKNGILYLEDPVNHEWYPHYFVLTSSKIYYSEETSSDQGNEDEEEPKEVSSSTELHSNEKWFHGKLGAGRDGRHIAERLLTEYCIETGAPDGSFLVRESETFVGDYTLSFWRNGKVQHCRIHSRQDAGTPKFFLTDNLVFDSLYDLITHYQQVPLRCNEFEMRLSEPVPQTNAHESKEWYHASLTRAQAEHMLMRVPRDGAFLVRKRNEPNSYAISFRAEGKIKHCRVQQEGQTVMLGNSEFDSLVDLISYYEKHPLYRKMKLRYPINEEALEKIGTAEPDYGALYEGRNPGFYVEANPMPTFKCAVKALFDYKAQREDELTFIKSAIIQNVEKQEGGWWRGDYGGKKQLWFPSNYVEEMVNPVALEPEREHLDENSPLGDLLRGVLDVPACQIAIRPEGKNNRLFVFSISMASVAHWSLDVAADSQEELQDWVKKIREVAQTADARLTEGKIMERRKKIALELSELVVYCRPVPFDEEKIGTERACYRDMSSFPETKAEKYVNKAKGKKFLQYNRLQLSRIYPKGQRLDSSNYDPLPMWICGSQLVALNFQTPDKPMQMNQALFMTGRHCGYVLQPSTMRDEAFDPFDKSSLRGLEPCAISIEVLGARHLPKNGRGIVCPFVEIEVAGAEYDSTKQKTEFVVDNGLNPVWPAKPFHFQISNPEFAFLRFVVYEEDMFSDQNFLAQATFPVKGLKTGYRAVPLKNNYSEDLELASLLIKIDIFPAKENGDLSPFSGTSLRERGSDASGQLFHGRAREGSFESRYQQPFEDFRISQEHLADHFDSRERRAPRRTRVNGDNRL
Tn6 DDE FP: inhibitors of Tn6 peptide binding to human fibrin DD(E); P02675; Fibrin DD(E) TRITC-Tn6 fluorescence polarization displacement; inhibition, % at 8.3 µM; 370,000 compounds, 0.21% hits;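 active = inhibition above a per-campaign cutoff: mean of compounds within control limits plus 3 SD, cut at about 15% in these data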;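 note: 0% = median of all compound wells on the plate and 100% = blocking peptide control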
TDP2 absorb: blocks human TDP2 phosphodiesterase activity; recombinant TDP2, T5PNP hydrolysis, p-nitrophenol absorbance 415 nm; inhibition, % at 12.8 µM; 370,000 compounds, 0.34% hits;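 active = inhibition above the mean of all tested compounds plus 3 SD, set per campaign, cut at about 25% in these data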;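 note: 0% = DMSO with enzyme and 100% = buffer with substrate but no TDP2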
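Read-out basis: percent inhibition. System: recombinant human TDP2. Buffer or medium: Mg2+-containing Tris-HCl buffer, pH 7.5. Repeats: single replicate. Timing: reaction 2 h, 37 °C. Benchmarks: high control without enzyme, low control DMSO plus TDP2. Probe or stimulus: 5 mM T5PNP. Doses: 12.8 µM only. Measured by: epi absorbance of p-nitrophenol freed from T5PNP by hydrolysis.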
DDE Tn7 FP inh: DD(E)-Tn7 binding inhibition, primary FP screen; FP displacement of FITC-Tn7 peptide from fibrin DD(E); 0% = median of compound wells per plate; inhibition, % at 8.3 µM; AID 720508; 370,000 compounds, 0.13% hits;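 active = inhibition above the mean of compounds falling within the control limits plus 3 SD of them, cut at about 14% in these data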;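 note: 0% = plate median of compound wells and 100% = 10 µM Aha-Tn7 peptide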
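Assay system: Fibrin-DD(E) protein isolated from polymerized human fibrin clots; read-out basis: percent inhibition; medium: Tris/NaCl/CaCl2 buffer, pH 7.8; signal: FP measurement; incubation: 10 min plus 3 h, room temperature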
ADAM17 inh: inhibitors of human ADAM17; 370,000 compounds, 0.83% hits; AID 720648; inhibition, % at 6.95 µM; recombinant ADAM17, EDANS/DABCYL FRET peptide cleavage;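 active = inhibition above the mean of compounds lying between control limits plus 3 SD, set per campaign, cut at about 8.5% in these data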;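 note: 0% = DMSO-only wells as the low control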
PLCb3 inh: inhibitors of human phospholipase C beta3; Q01970; Purified PLC-beta3, fluorogenic substrate, fluorescence; inhibition, % at 12.2 µM; 370,000 compounds, 0.18% hits; AID 720704; in the data active = inhibition above about 11%;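 note: 0% = median of compound wells on plate and 100% = full blocker control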
ARFGAP1 inh: inhibitors of rat ARFGAP1. Arfgap1-stimulated ARF1 GTP hydrolysis, GDP FP detection. inhibition, % at 16.5 µM. 360,000 compounds, 0.26% hits. AID 651572;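 active = inhibition above a per-plate limit, mean inhibition of low control wells plus 3 SD, cut at about 25% in these data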;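 note: 0% = DMSO wells with enzyme and 100% = wells lacking Arfgap1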
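Repeats: one replicate per compound; assay system: rat Arfgap1 catalytic domain, aa 1-136; times: enzyme reaction 120 min at 25 °C after 20 min preincubation; detection: FP of antibody-bound GDP Alexa 633 tracer, ex 620/em 688 nm; benchmarks: high control wells lacking Arfgap1, low control full reaction with DMSO; reagent: human ARF1(Δ1-17)-GTP substrate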
ADAM10 inh: inhibitors of human ADAM10 | O14672 | recombinant ADAM10, EDANS/DABCYL FRET peptide cleavage, 3 h | inhibition, % at 7 µM | 370,000 compounds, 0.62% hits | AID 720582;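 active = inhibition above a per-campaign cutoff equal to the mean of compounds falling between control-based bounds plus 3 SD, cut at about 20% in these data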;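 note: 0% = DMSO wells while the 100% control is not disclosed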
The depositor's hits bear a star; i = inactive.

| smiles | ASAP1 GAP inh | PLCb3 inh | ARFGAP1 inh | PLCg1 inh | ADAM17 inh | DDE Tn7 FP inh | Tn6 DDE FP | TDP2 absorb | ADAM10 inh | SIAE inh |
| --- | --- | --- | --- | --- | --- | --- | --- | --- | --- | --- |
| O=c1[nH]c(C2CCN(S(=O)(=O)c3ccc(S(=O)(=O)NC4CC4)cc3)CC2)nc2c1nnn2Cc1cccc(F)c1 | 8 | -9 | 3 | 3 | 2 | -3 | 4 | 3 | 8 | -20 |
| COc1ccc(CN2CCC(=O)N([C@H](CO)c3ccccc3)CC2)cc1OC | 7 | 3 | -1 | 1 | -2 | -6 | 2 | 1 | 1 | -5 |
| CCCCCNc1nc(NCCCO)c(C#N)c2c1CN(C)CC2 | 6 | i | 1 | i | -190 | 2 | 9 | 1 | i | 11 |
| COc1ccc(C(=O)NCCc2c[nH]c3ccccc23)cc1[N+](=O)[O-] | 4 | -4 | 13 | -2 | -3 | 3 | 0 | -1 | -1 | 2 |
| Cc1ccc(C(OC(=O)c2ccco2)C(=O)NC2CCCCC2)cc1 (stereo not drawn) | -30 | 4 | 12 | 7 | 2 | -8 | -2 | -12 | 4 | -10 |
| CN1C(=O)/C(=C/c2ccccc2F)Sc2ccc(C(=O)NCC3CCCO3)cc21 (stereo not drawn) | -6 | -88 | -3 | -56 | -38 | -4 | 3 | 2 | -119 | -3 |
| O=C(NC1CCCc2c1cnn2-c1ccc(F)cc1F)c1cnccn1 (stereo not drawn) | -2 | -1 | -17 | 0 | 1 | -1 | 3 | -1 | -2 | 5 |
| CCOc1ccc(/C=N\NC(=O)CC(=O)NCCc2ccccc2)cc1 | 5 | -5 | 2 | -2 | -2 | -5 | 1 | 10 | 1 | 0 |
| COc1ccc(N2C(=O)[C@@H]3C(c4cccnc4)=NO[C@@H]3C2=O)cc1 | 4 | -2 | 11 | -1 | -5 | 4 | -5 | 6 | -3 | 7 |
| O=C(Oc1ccc(Br)cc1C(=S)N1CCOCC1)c1ccc([N+](=O)[O-])cc1[N+](=O)[O-] | 18 | -5 | -7 | 2 | 1 | -2 | 0 | -11 | -6 | 4 |
| COc1cccc(/C=N/c2sc(Cc3ccccc3)c(C)c2C(N)=O)c1O | -8 | -164 | 2 | -147 | -11 | -1 | 5 | -3 | -12 | 5 |
| Cc1ccc(NC(=O)c2ccco2)cc1C | 0 | -5 | -5 | -2 | -3 | 4 | -3 | -8 | -8 | 4 |
| COc1ccc(-c2nnc(SCC3CCCO3)n2C)cc1 (stereo not drawn) | 1 | -4 | -3 | 2 | -2 | 1 | -2 | -3 | 0 | 5 |
| O=C(CCN1CCOCC1)N1c2ccccc2Sc2ccc(Cl)cc21 | 1 | -6 | -4 | 0 | -5 | -6 | -2 | 1 | -6 | 10 |
| O=C(NCCCN1CCOCC1)c1ccc(CS(=O)(=O)c2c(Cl)cccc2Cl)o1 | 10 | 0 | 3 | 0 | -2 | 9 | 2 | 6 | -13 | 1 |
| O=C(Nc1ccnn1C1CCN(Cc2ccccc2OC(F)F)CC1)c1cccc(F)c1 | -11 | -5 | 0 | 1 | 5 | 1 | -1 | -7 | 7 | 3 |
| COc1ccc(CC(NC(C)=O)C(=O)NC2CCN(C(=O)c3ccc(OC)c(OC)c3)CC2)cc1OC (stereo not drawn) | 8 | 3 | 4 | -1 | 2 | 4 | 3 | -11 | -2 | -3 |
| C#CCNC(=O)C1=C[C@@H](c2ccc(C(F)(F)F)cc2)[C@H](CCCO)[C@@H](OCC)O1 | 2 | 5 | -4 | -2 | 0 | 10 | 6 | 2 | -1 | 1 |
| COc1ccc(-c2cn3nc4c(nc3n2)CCCC4)cc1 | 4 | -29 | 8 | -17 | 0 | -9 | 2 | 20 | 1 | 7 |
| CN(Cc1ccc(F)cc1)C(=O)c1cccc(OCc2ccccc2)c1 | -15 | 1 | -1 | 6 | 8.7* | -7 | -3 | -21 | 13 | -3 |
| Cc1cccn2c(=O)c3cc(C(=O)NCCN4CCOCC4)n(C)c3nc12 | 3 | i | 2 | i | -443 | -9 | -5 | -6 | i | 3 |
| CCCC1O[C@@H]2C[C@H]3[C@@H]4CCC5=CC(=O)C=C[C@]5(C)[C@H]4[C@@H](O)C[C@]3(C)[C@]2(C(=O)CO)O1 (stereo partly drawn) | 10 | 0 | -9 | -1 | -4 | -7 | -3 | -1 | -3 | 0 |

Some entries already given, reduced to ASAP1 GAP inh and SIAE inh:
structure | ASAP1 GAP inh | SIAE inh
O=C(Oc1ccc(Br)cc1C(=S)N1CCOCC1)c1ccc([N+](=O)[O-])cc1[N+](=O)[O-] | 18 | 4
O=C(NC1CCCc2c1cnn2-c1ccc(F)cc1F)c1cnccn1 (stereo not drawn) | -2 | 5
COc1cccc(/C=N/c2sc(Cc3ccccc3)c(C)c2C(N)=O)c1O | -8 | 5
CN1C(=O)/C(=C/c2ccccc2F)Sc2ccc(C(=O)NCC3CCCO3)cc21 (stereo not drawn) | -6 | -3
Cc1ccc(NC(=O)c2ccco2)cc1C | 0 | 4
COc1ccc(CC(NC(C)=O)C(=O)NC2CCN(C(=O)c3ccc(OC)c(OC)c3)CC2)cc1OC (stereo not drawn) | 8 | -3

Single values from the list:
Value for CN1C(=O)/C(=C/c2ccccc2F)Sc2ccc(C(=O)NCC3CCCO3)cc21 (stereo not drawn) in PLCg1 inh: -56
Value for CN(Cc1ccc(F)cc1)C(=O)c1cccc(OCc2ccccc2)c1 in Tn6 DDE FP: -3

Compound activity: PubChem BioAssay, The Scripps Research Institute Molecular Screening Center
